Screening results: PubChem BioAssay, Broad Institute
NSD2 inh: blocks human NSD2 histone methyltransferase activity; O96028; NSD2-SET H3K36me1 DELFIA fluorescence, biochemical; inhibition, % at 12.5 µM; actives 0.07% (n = 44,000); in the data active = inhibition above about 54%, passing the limit was not always enough;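 also: inhibitors reduce the monomethyl H3K36 fluorescence signal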
Target sequence (O96028 whole entry, looked up): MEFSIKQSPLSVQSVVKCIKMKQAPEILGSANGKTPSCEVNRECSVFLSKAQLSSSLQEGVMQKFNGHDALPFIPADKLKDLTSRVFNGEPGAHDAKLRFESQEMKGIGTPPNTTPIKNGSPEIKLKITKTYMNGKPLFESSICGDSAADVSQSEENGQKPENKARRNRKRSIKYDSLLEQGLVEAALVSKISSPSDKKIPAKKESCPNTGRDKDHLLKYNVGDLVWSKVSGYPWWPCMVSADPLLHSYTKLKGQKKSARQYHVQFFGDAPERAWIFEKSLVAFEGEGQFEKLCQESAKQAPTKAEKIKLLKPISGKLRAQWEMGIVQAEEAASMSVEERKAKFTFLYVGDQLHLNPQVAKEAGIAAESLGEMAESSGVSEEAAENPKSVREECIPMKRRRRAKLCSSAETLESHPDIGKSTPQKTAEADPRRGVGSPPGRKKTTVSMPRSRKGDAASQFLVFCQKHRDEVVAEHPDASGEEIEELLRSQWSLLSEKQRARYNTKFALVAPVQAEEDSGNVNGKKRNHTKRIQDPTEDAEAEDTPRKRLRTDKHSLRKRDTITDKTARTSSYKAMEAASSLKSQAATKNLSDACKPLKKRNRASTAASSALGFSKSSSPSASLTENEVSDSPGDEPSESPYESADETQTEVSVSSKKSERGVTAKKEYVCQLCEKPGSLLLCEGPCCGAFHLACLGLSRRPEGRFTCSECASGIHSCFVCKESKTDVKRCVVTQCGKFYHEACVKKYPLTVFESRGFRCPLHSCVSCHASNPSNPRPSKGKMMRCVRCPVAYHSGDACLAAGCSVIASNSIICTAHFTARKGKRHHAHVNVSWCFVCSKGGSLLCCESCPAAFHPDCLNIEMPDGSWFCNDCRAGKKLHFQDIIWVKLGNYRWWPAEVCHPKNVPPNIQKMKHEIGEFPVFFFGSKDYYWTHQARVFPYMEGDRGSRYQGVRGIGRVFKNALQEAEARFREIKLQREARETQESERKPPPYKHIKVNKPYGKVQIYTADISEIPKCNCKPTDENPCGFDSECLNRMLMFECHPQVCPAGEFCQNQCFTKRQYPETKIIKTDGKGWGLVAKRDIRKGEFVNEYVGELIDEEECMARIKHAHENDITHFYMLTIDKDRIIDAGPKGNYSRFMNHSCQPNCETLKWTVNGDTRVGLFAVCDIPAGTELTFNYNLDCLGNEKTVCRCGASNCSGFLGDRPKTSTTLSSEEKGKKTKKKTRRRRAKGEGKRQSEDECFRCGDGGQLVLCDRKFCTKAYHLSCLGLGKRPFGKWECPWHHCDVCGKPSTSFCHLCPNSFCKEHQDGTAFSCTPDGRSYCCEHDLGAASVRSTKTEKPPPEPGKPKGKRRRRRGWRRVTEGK
Starred values were filed as active, the others as inactive. Some of the compounds tested. The share of hits here may be higher or lower than overall.

SMILES	NSD2 inh
COc1ccc(NC(=O)N(C)C[C@@H]2Oc3ccc(NC(=O)NC(C)C)cc3C(=O)N([C@H](C)CO)C[C@@H]2C)cc1	-1.3
Cc1ccc(S(=O)(=O)N(C)C[C@@H]2OCCCC[C@@H](C)Oc3ccc(NC(=O)Nc4ccc(C(F)(F)F)cc4)cc3C(=O)N([C@@H](C)CO)C[C@@H]2C)cc1	-1.3
COc1ccc(NC(=O)Nc2ccc3c(c2)C(=O)N([C@H](C)CO)C[C@H](C)[C@@H](CN(C)S(C)(=O)=O)OCCCC[C@@H](C)O3)cc1	-0.3
COc1ccc(-c2ccc3c(c2)O[C@@H](CN(C)Cc2ccccc2C(=O)O)[C@@H](C)CN([C@@H](C)CO)S3(=O)=O)cc1	8.7
Cc1noc(C)c1NC(=O)N(C)C[C@@H]1OCc2cnnn2CCCC(=O)N([C@@H](C)CO)C[C@H]1C	3.9
C[C@@H]1CN([C@H](C)CO)C(=O)c2cc(NS(C)(=O)=O)ccc2O[C@@H]1CN(C)Cc1ccc2c(c1)OCO2	0.3
Cc1noc(C)c1S(=O)(=O)Nc1ccc2c(c1)CC(=O)N([C@H](C)CO)C[C@@H](C)[C@H](CN(C)C(=O)NC(C)C)O2	4.2
COCC#Cc1cnc2c(c1)C(=O)N([C@H](C)CO)C[C@@H](C)[C@H](CN(C)C(=O)Nc1ccc(OC)cc1)O2	3.4
CN(C)CCC(c1ccc(Cl)cc1)c1ccccn1 (stereo not drawn)	-0.5
Cc1noc(C)c1S(=O)(=O)Nc1ccc2c(c1)C(=O)N([C@H](C)CO)C[C@@H](C)[C@H](CN(C)C(=O)NC1CCCCC1)O2	3.2
Cc1ccc(S(=O)(=O)N(C)C[C@@H]2Oc3ccc(NC(=O)NC(C)C)cc3CC(=O)N([C@H](C)CO)C[C@@H]2C)cc1	-2.8
C[C@@H]1CCCCO[C@H](CN(C)C(=O)c2ccncc2)[C@H](C)CN([C@H](C)CO)C(=O)c2cc(NS(=O)(=O)c3cccs3)ccc2O1	-1.9
CC(=O)N[C@@H](CSC/C=C(\C)CC/C=C(\C)CC/C=C(\C)CCC=C(C)C)C(=O)O	-3.2
C[C@@H]1CCCCO[C@H](CN(C)C(=O)CCCN(C)C)[C@@H](C)CN([C@@H](C)CO)C(=O)c2cc(NC(=O)Nc3cccc4ccccc34)ccc2O1	18.6
C[C@@H]1CN([C@H](C)CO)C(=O)c2cccc(NS(=O)(=O)c3ccccc3)c2O[C@@H]1CN(C)S(=O)(=O)c1ccc(Cl)cc1	-0.3
CNC[C@@H]1Oc2ccc(NC(=O)Nc3ccc(C(F)(F)F)cc3)cc2C(=O)N([C@@H](C)CO)C[C@H]1C	-0.5
C[C@H](CO)N1C[C@H](C)[C@@H](CN(C)C(=O)Nc2ccc(C(F)(F)F)cc2)Oc2c(NS(=O)(=O)c3cn(C)cn3)cccc2C1=O	8.1
C[C@@H]1CCCCO[C@@H](CN(C)C(=O)Nc2ccc(C(F)(F)F)cc2)[C@@H](C)CN([C@H](C)CO)C(=O)c2cc(NS(=O)(=O)c3cccs3)ccc2O1	-13.3
CCCC#Cc1ccc2c(c1)O[C@@H](CN(C)C(=O)NCCC)[C@@H](C)CN([C@H](C)CO)S2(=O)=O	-0.1
CC(C)NC(=O)N(C)C[C@@H]1OCCCC[C@@H](C)Oc2ccc(NC(=O)CCCN(C)C)cc2C(=O)N([C@H](C)CO)C[C@@H]1C	-0.5
CC(C)NC(=O)Nc1ccc2c(c1)C(=O)N([C@H](C)CO)C[C@@H](C)[C@H](CN(C)Cc1ccc(C(=O)Nc3ccccc3N)cc1)O2	2.4
Cc1noc(C)c1S(=O)(=O)Nc1ccc2c(c1)C(=O)N([C@H](C)CO)C[C@H](C)[C@H](CN(C)C(=O)Nc1cccc3ccccc13)O2	3.2
C[C@@H]1CN([C@H](C)CO)C(=O)c2c(c3ccccc3n2C)-c2ccccc2CO[C@H]1CN(C)C(=O)[C@H]1CCCN1C	2.5
C[C@@H]1CCCCO[C@@H](CN(C)C(=O)CCCN(C)C)[C@H](C)CN([C@H](C)CO)C(=O)c2cc(NC(=O)NC3CCCCC3)ccc2O1	5.1
C[C@@H]1CN([C@H](C)CO)C(=O)c2cc(NS(=O)(=O)c3ccccc3)ccc2O[C@@H](C)CCCCO[C@@H]1CN(C)Cc1ccc2c(c1)OCO2	-6.8
COc1cccc(S(=O)(=O)Nc2ccc3c(c2)[C@H]2C[C@@H](CC(=O)NCCc4ccccc4)O[C@H](CO)[C@H]2O3)c1	1.3
C[C@@H]1CCCCO[C@H](CN(C)C(=O)Cc2ccccc2)[C@H](C)CN([C@H](C)CO)C(=O)c2cc(NC(=O)c3ccncc3)ccc2O1	-3.4
CC(C)NC(=O)Nc1ccc2c(c1)CC(=O)N([C@@H](C)CO)C[C@H](C)[C@@H](CN(C)C(=O)NC1CCCCC1)O2	4.5
C[C@H]1CN([C@@H](C)CO)C(=O)c2cc(NC(=O)Nc3cccc4ccccc34)ccc2O[C@H]1CN(C)Cc1ccc(C(F)(F)F)cc1	-1.6
O=C(Nc1ccc2c(c1)[C@@H]1C[C@@H](CC(=O)N3CCc4ccccc4C3)O[C@@H](CO)[C@@H]1O2)NC1CCCC1	-3.8
Cc1ccccc1C(C#N)C(CC#N)c1ccccc1 (stereo not drawn)	-2.9
C[C@H](CO)N1C[C@H](C)[C@H](CN(C)S(=O)(=O)c2cccs2)Oc2ccc(NC(=O)Cc3cn(C)c4ccccc34)cc2CC1=O	0.9
Cc1ccc(S(=O)(=O)N(C)C[C@H]2Oc3c(NC(=O)Nc4ccc(C(F)(F)F)cc4)cccc3C(=O)N([C@@H](C)CO)C[C@@H]2C)cc1	-2.6
C[C@H](CO)N1C[C@H](C)[C@H](CN(C)S(=O)(=O)c2cn(C)cn2)OCCCC[C@H](C)Oc2ccc(NC(=O)Nc3ccccc3)cc2C1=O	1.5
COC(=O)c1ccc(CSc2nnc3n(N)cnn23)cc1	0.7
Cc1ccc(S(=O)(=O)Nc2ccc3c(c2)CC(=O)N([C@H](C)CO)C[C@@H](C)[C@H](CN(C)S(=O)(=O)c2cccs2)O3)cc1	1.6
Cc1noc(C)c1S(=O)(=O)N(C)C[C@@H]1Oc2ccc(NS(=O)(=O)c3cn(C)cn3)cc2CC(=O)N([C@@H](C)CO)C[C@H]1C	0.9
CCCNC(=O)N(C)C[C@@H]1Oc2ncc(C#CC(C)C)cc2C(=O)N([C@H](C)CO)C[C@H]1C	2.2
C[C@H]1CN([C@@H](C)CO)C(=O)c2cccc(NS(=O)(=O)c3cccs3)c2O[C@@H]1CN(C)Cc1ccncc1	7.0
CC(C)CC#Cc1ccc2c(c1)O[C@@H](CN(C)C(=O)c1ccccc1F)[C@H](C)CN([C@@H](C)CO)S2(=O)=O	-0.6

In the list so far, these contain an aryl methoxy group.
SMILES	NSD2 inh
COc1ccc(NC(=O)N(C)C[C@@H]2Oc3ccc(NC(=O)NC(C)C)cc3C(=O)N([C@H](C)CO)C[C@@H]2C)cc1	-1.3
COc1ccc(NC(=O)Nc2ccc3c(c2)C(=O)N([C@H](C)CO)C[C@H](C)[C@@H](CN(C)S(C)(=O)=O)OCCCC[C@@H](C)O3)cc1	-0.3
COc1ccc(-c2ccc3c(c2)O[C@@H](CN(C)Cc2ccccc2C(=O)O)[C@@H](C)CN([C@@H](C)CO)S3(=O)=O)cc1	8.7
COCC#Cc1cnc2c(c1)C(=O)N([C@H](C)CO)C[C@@H](C)[C@H](CN(C)C(=O)Nc1ccc(OC)cc1)O2	3.4
COc1cccc(S(=O)(=O)Nc2ccc3c(c2)[C@H]2C[C@@H](CC(=O)NCCc4ccccc4)O[C@H](CO)[C@H]2O3)c1	1.3

Further entries.
SMILES	NSD2 inh
C[C@@H]1CCCCO[C@@H](CN(C)Cc2ccc(Cl)c(Cl)c2)[C@H](C)CN([C@H](C)CO)C(=O)c2cc(NC(=O)C3CCCCC3)ccc2O1	2.8
COc1cccc(OC)c1-c1cc(C(=O)NC2(C(=O)O)C3CC4CC(C3)CC2C4)nn1-c1ccc(C(=O)N(C)CCCN(C)C)cc1C(C)C (stereo not drawn)	-6.0
COc1ccc(NC(=O)N(C)C[C@@H]2OCCCC[C@H](C)Oc3ccc(NS(=O)(=O)c4c(C)noc4C)cc3C(=O)N([C@H](C)CO)C[C@@H]2C)cc1	-1.2
Cc1noc(C)c1NC(=O)Nc1ccc2c(c1)C(=O)N([C@@H](C)CO)C[C@H](C)[C@H](CN(C)Cc1ccncc1)OCCCC[C@H](C)O2	0.4
CC(C)CC(NC(=O)N1CCCCCC1)C(=O)NC(Cc1cn(C)c2ccccc12)C(=O)NC(Cc1ccccn1)C(=O)O (stereo not drawn)	14.6
CCCN(C)C[C@@H]1Oc2ncc(-c3ccccc3)cc2C(=O)N([C@@H](C)CO)C[C@@H]1C	1.9
C[C@@H]1CN([C@@H](C)CO)C(=O)c2cc(NC(=O)Cn3cnnn3)ccc2O[C@@H]1CN(C)Cc1ccc(Oc2ccccc2)cc1	-3.9
CC(=O)Nc1ccc(S(=O)(=O)Nc2cccc(-c3cn4ccc(C)cc4n3)c2)cc1	3.1
COc1ccccc1S(=O)(=O)N(C)C[C@H]1OCc2cn(nn2)CCCC(=O)N([C@H](C)CO)C[C@@H]1C	-7.4
C[C@@H]1CN([C@H](C)CO)C(=O)c2cc(-c3ccccc3F)cnc2O[C@H]1CN(C)C(=O)C1CCCCC1	-7.0
C[C@H]1CN([C@@H](C)CO)C(=O)Cc2cc(NS(C)(=O)=O)ccc2O[C@@H]1CN(C)Cc1ccc(Oc2ccccc2)cc1	-14.1
CCOC(=O)N(C)C[C@H]1OCc2ccccc2-c2ccccc2C(=O)N([C@@H](C)CO)C[C@@H]1C	6.0
COCC(=O)N(C)C[C@H]1Oc2cc(-c3cccc(F)c3)ccc2S(=O)(=O)N([C@H](C)CO)C[C@H]1C	-31.9
COc1cc2nc3occc3c(OC)c2cc1OCC(OC(C)=O)C(C)(C)OC(C)=O (stereo not drawn)	0.5
C[C@H](NC(=O)C[C@H]1C[C@H]2c3cc(N(C)C)ccc3O[C@H]2[C@H](CO)O1)c1ccccc1	6.0
CC(C)(O)CCC(=O)C(C)(O)C1C(O)CC2(C)C3CC=C4C(CC(OC5OC(CO)C(O)C(O)C5O)C(O)C4(C)C)C3(C)CCC12C (stereo not drawn)	0.1
C[C@@H]1CCCCO[C@@H](CN(C)Cc2ccc(C(=O)O)cc2)[C@@H](C)CN([C@@H](C)CO)C(=O)c2cc(NC(=O)Nc3ccc(F)cc3)ccc2O1	-1.9
COc1ccc2cc(CCC(C)=O)ccc2c1	-0.3
COc1ccc(NC(=O)Nc2ccc3c(c2)CC(=O)N([C@H](C)CO)C[C@H](C)[C@@H](CN(C)C(=O)NC2CCCCC2)O3)cc1	-5.0
COc1ccc(C(=O)NC(CC(C)C)C(=O)O)cc1 (stereo not drawn)	-3.9
C[C@@H]1CN([C@H](C)CO)C(=O)c2cc(-c3ccccc3)cnc2O[C@H]1CN(C)C(=O)Nc1ccccc1	-2.2
COc1ccc(OC)c(-n2c(=S)[nH]c3cc(C(=O)Nc4ccc(C)c(Cl)c4)ccc3c2=O)c1	0.3
C[C@H](CO)N1C[C@H](C)[C@H](CN(C)C(=O)Nc2ccc(C(F)(F)F)cc2)Oc2ccc(NC(=O)CCC(F)(F)F)cc2C1=O	5.1
C[C@H](CO)N1C[C@H](C)[C@@H](CN(C)Cc2ccncc2)Oc2ccc(NS(=O)(=O)c3ccccc3)cc2C1=O	4.5
C[C@@H]1CN([C@@H](C)CO)S(=O)(=O)c2ccc(C#CC3CC3)cc2O[C@@H]1CN(C)C(=O)c1cnccn1	7.3
Cc1ccc(S(=O)(=O)N(C)C[C@@H]2Oc3ccc(NC(=O)NC(C)C)cc3CC(=O)N([C@@H](C)CO)C[C@H]2C)cc1	-11.9
Cc1ccc(S(=O)(=O)N(C)C[C@@H]2Oc3ncc(C#CC(C)(C)O)cc3C(=O)N([C@H](C)CO)C[C@@H]2C)cc1	8.8
COC1=CC(C)c2c(c(OC)c3occ(C)c3c2C)C1=O (stereo not drawn)	-4.0
C[C@H]1CN([C@@H](C)CO)C(=O)c2cccc(NS(=O)(=O)c3cn(C)cn3)c2O[C@@H]1CN(C)Cc1ccccc1	3.3
COCC(=O)N(C)C[C@@H]1Oc2ncc(-c3ccccc3C)cc2C(=O)N([C@@H](C)CO)C[C@H]1C	3.1
C[C@@H]1CN([C@H](C)CO)C(=O)c2cc(NC(=O)Nc3ccc(F)cc3)ccc2O[C@@H]1CN(C)S(C)(=O)=O	-6.4
C[C@@H]1CCCCO[C@H](CN(C)S(=O)(=O)c2cn(C)cn2)[C@@H](C)CN([C@H](C)CO)C(=O)c2cc(NC(=O)Nc3ccc(C(F)(F)F)cc3)ccc2O1	-6.7
C[C@H](CO)N1C[C@H](C)[C@@H](CN(C)Cc2ccc(-c3ccccc3)cc2)Oc2ccc(NC(=O)Cc3cn(C)c4ccccc34)cc2CC1=O	4.0
C[C@H](CO)N1C[C@H](C)[C@@H](CN(C)S(=O)(=O)c2ccc(Cl)cc2)Oc2ccc(NC(=O)Nc3ccc(F)cc3)cc2CC1=O	-6.4
COc1ccc(S(=O)(=O)Nc2ccc3c(c2)C(=O)N([C@@H](C)CO)C[C@H](C)[C@@H](CN(C)S(=O)(=O)c2ccccc2)OCCCC[C@@H](C)O3)cc1	0.3
C[C@H](CO)N1C[C@H](C)[C@@H](CN(C)S(=O)(=O)c2cccs2)Oc2c(NS(=O)(=O)c3cn(C)cn3)cccc2C1=O	2.3
CC(C)CC#Cc1ccc2c(c1)O[C@@H](CN(C)C(=O)Cc1ccncc1)[C@H](C)CN([C@H](C)CO)S2(=O)=O	-4.5
C[C@@H]1CCCCO[C@@H](CN(C)S(=O)(=O)c2cn(C)cn2)[C@H](C)CN([C@H](C)CO)C(=O)c2cc(NC(=O)CCC(F)(F)F)ccc2O1	18.0

Given in markdown: entries from further up
| Molecule | NSD2 inh |
| --- | --- |
| CNC[C@@H]1Oc2ccc(NC(=O)Nc3ccc(C(F)(F)F)cc3)cc2C(=O)N([C@@H](C)CO)C[C@H]1C | -0.5 |
| C[C@H](CO)N1C[C@H](C)[C@@H](CN(C)C(=O)Nc2ccc(C(F)(F)F)cc2)Oc2c(NS(=O)(=O)c3cn(C)cn3)cccc2C1=O | 8.1 |
